# Screens: PubChem BioAssay, Sanford-Burnham Center for Chemical Genomics
# hIAP block: human IAP inhibition; P09923; purified IAP, CDP-Star luminescence, 30 min; inhibition, % at 10 µM; 330,000 compounds, 0.12% hits; AID 2544;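 active means inhibition reaching a set limit with compound at 10 µM in the primary screen, cut at about 35% in these data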;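 further: plate controls were DMSO wells with enzyme for no effect and no-enzyme buffer wells for full effect; values of inactives mirror those of a sister screen read the other way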
# tim10-1 inh: inhibits growth of tim10-1 mutant yeast. S. cerevisiae tim10-1 ts strain growth, BacTiter-Glo, 24 h. inhibition, % at 20 µM. 330,000 compounds, 2.2% hits;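 active means inhibition of at least 40%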;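 further: mutant grown at 25 °C; 0% = DMSO wells with yeast and 100% = wells holding no yeast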
# mIAP act: mouse IAP activation; muIAP, CDP-Star luminescence, 30 min; stronger effect = higher value; 1 = vehicle-only enzyme signal, 0 = enzyme-free wells; activation factor at 10 µM; 330,000 compounds, 0.24% hits;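 active means activation factor of at least 2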; further: the source names both 10 and 20 µM as test concentration; values of inactives mirror those of a sister screen read the other way
#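 Assay system: mouse IAP enzyme; reagent: chemiluminescent substrate CDP-Star; dosing: test compounds delivered from DMSO solution; schedule: 30 min at room temperature; measured by: luminescence from enzymatic CDP-Star hydrolysis; controls: DMSO-only wells and no-enzyme negative control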
# ATG4B inhibitor: ATG4B (human) cysteine protease inhibition; ATG4B cleavage of LC3-PLA2, NBD-HPC fluorescence, 1 h; inhibition, % at 8.33 µM; 340,000 compounds, 0.51% hits; in the data active means inhibition above about 40%
# hIAP activ: increases human intestinal alkaline phosphatase activity; activation factor at 10 µM; P09923; 330,000 compounds, 0.16% hits; AID 2524; purified human IAP, CDP-Star luminescence, 30 min; stronger effect = higher value; 1 = vehicle-only enzyme, 0 = enzyme-free background;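 active means activation factor of the enzyme at least 2-fold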; further: the source names both 10 and 20 µM as test concentration; values of inactives mirror those of a sister screen read the other way
# TIM10 inh: growth inhibitors of TIM10 yeast strain; 330,000 compounds, 1.4% hits; inhibition, % at 10 µM; S. cerevisiae TIM10 strain growth, BacTiter-Glo luminescence, 24 h; AID 463195;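 active means inhibition of 40% or more at the single tested concentration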;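 further: wild-type TIM10 isogenic control strain grown at permissive 25 °C; 0% = DMSO yeast wells and 100% = minimal medium wells without yeast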
# mIAP block: blocks mouse intestinal alkaline phosphatase | purified mouse IAP, CDP-Star luminescence, 30 min | inhibition, % at 10 µM | 330,000 compounds, 0.2% hits | AID 2806;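 active means inhibition of at least 40% at 10 µM in the primary screen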;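 further: plate controls were DMSO with enzyme for no effect and no enzyme wells for full effect; values of inactives mirror those of a sister screen read the other way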
# Apaf-1 inh: blocks human Apaf-1 apoptosome activity; O14727; reconstituted apoptosome caspase-3 activity, DEVD-Rh110 fluorescence; inhibition, % at 20 µM; 330,000 compounds, 0.71% hits; AID 489030; active means inhibition of at least 40% at 20 µM;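 further: plate controls were DMSO wells for no effect and DEVD-CHO caspase inhibitor wells for full effect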
# Target sequence (O14727 whole entry, looked up): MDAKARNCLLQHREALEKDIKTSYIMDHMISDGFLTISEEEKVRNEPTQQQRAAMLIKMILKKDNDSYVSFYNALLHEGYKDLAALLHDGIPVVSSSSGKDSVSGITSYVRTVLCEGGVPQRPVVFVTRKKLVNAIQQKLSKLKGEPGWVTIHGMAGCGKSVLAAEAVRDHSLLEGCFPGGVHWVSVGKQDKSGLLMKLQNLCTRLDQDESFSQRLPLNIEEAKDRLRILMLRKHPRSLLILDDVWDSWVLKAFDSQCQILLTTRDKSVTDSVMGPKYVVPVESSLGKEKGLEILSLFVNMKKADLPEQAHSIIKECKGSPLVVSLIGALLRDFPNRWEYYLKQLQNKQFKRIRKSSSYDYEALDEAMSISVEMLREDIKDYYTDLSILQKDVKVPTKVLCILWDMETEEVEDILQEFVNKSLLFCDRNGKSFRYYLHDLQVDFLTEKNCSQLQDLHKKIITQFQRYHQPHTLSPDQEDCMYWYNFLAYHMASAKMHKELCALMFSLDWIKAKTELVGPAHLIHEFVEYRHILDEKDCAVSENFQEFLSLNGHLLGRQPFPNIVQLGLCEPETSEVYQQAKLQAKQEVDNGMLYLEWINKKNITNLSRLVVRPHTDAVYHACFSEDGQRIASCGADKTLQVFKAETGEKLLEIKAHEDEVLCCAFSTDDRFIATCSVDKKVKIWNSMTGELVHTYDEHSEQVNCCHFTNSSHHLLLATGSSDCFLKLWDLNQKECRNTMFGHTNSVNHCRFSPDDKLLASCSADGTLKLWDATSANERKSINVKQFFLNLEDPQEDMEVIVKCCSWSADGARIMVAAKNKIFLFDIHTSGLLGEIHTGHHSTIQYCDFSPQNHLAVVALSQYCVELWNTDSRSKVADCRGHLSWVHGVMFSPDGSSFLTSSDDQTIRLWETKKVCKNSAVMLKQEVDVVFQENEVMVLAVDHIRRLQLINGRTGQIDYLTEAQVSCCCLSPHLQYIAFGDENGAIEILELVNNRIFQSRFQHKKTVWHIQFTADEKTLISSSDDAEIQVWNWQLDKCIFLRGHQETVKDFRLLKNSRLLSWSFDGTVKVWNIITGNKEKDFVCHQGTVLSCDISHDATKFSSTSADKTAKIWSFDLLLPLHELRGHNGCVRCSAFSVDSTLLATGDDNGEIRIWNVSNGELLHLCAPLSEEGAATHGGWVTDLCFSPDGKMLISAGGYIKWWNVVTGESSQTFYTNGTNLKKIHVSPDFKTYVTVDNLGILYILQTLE
#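 Material: reconstituted apoptosome with Apaf-1, cytochrome c, caspase-9, procaspase-3, dATP / Buffer or medium: pH 7.5 Hepes buffer with CHAPS, BSA, DTT / Also added: cytochrome c with DEVD-Rh110 / Schedule: compound with Apaf-1, dATP, procaspase-3 30 min, then 50 min reaction, room temperature / Technique: rhodamine 110 fluorescence at Ex 480/Em 540 nm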
# NLRP3 yeast inh: inhibitors of NALP3 inflammasome in yeast | Yeast reconstituted NLRP3/ASC/caspase-1, beta-gal luminescence, 24 h | inhibition, % at 10 µM | 330,000 compounds, 0.39% hits;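 active means inhibition of 50% or more; inactive means inhibition below 50%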;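 further: plate controls were induced DMSO wells for no effect and uninduced yeast grown without galactose for full effect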
# * = called active by the depositor; / = no result given.
SMILES,hIAP block,tim10-1 inh,mIAP act,ATG4B inhibitor,hIAP activ,TIM10 inh,mIAP block,Apaf-1 inh,NLRP3 yeast inh
O=C(Nc1ccccc1Cc1ccccc1)c1ccccc1F,-7.6,8.3,0.921,3.5,1.08,26.9,7.9,11.3,-0.5
C=CCNC(=O)NC(=O)COn1nnc2ccc(S(=O)(=O)N(C)C)cc21,-0.9,7.4,0.985,-10.5,1.01,-16.3,1.5,3.5,3.2
Cc1ccc(OCC(=O)N/N=C\c2cccn2C)c([N+](=O)[O-])c1,1.3,2.5,0.982,-1.7,0.987,-0.9,1.8,7.0,13.8
C#CCNc1nc(C)nc2c1nnn2Cc1ccccc1F,8.2,13.9,1.01,-1.5,0.918,-1.2,-0.8,4.2,-9.5
CC(=O)NCc1ccc(C(=O)O)cc1,-6.9,-9.2,1.03,-8.0,1.07,-16.3,-3.0,-23.4,2.4
COc1ccc(NC(=O)CSc2nc(O)c(Cc3ccccc3)c(=O)[nH]2)cc1,18.3,17.5,0.771,-5.5,0.817,10.0,22.9,-15.8,14.8
Cc1ccc(C(=O)NNC(=O)COC(=O)COc2ccccc2C#N)cc1,19.4,1.0,1.06,5.5,0.806,4.0,-6.1,0.3,-13.2
COc1ccc(-c2cnc[nH]2)cc1,-9.6,15.3,0.997,-7.7,1.1,-3.5,0.3,-4.4,-3.2
O=C1/C(=N\O)Cc2ccccc21,18.9,-14.4,1.01,-10.5,0.811,-10.8,-1.5,-1.6,1.4
COc1ccc(F)cc1S(=O)(=O)Nc1cc2c3c(c1)CCC(=O)N3CCC2,-7.8,-6.9,0.974,1.7,1.08,4.0,2.6,2.3,10.5
Cc1ccc(-n2c(Cc3noc4ccccc34)n[nH]c2=S)cc1,-3.7,25.2,0.946,-8.2,1.04,-12.8,5.4,0.1,19.0
Cc1ccc(CNC(=O)CCCn2c(=O)c3ccccc3n(CC(=O)NC3CCCC3)c2=O)cc1,10.0,6.5,1.09,0.9,0.899,0.1,-9.1,-10.2,13.4
COc1ccccc1COn1c(=O)c(-c2ccco2)[n+]([O-])c2ccccc21,1.1,27.9,1.05,-1.2,0.989,30.1,-5.3,11.9,5.8
CC[C@]12c3[nH]c4ccc(Cl)cc4c3CCN1C(=O)[C@@H](CC(=O)NCCN1CCOCC1)C[C@@H]2C(=O)N1CCN(C(=O)C2CC2)CC1,/,-2.1,1.01,-1.1,/,3.0,-1.1,10.9,/
CCCCNC(=O)C1CCCN1C(=O)Nc1ccccc1 (stereo not given),-1.7,-0.4,1.01,-5.0,1.02,2.5,-1.0,-1.5,0.3
O=C(c1ccc([N+](=O)[O-])s1)N1CCN(c2ccccn2)CC1,8.5,49.2*,0.905,-1.7,0.915,43.9*,9.5,3.5,4.4
COc1ccc(CNC(=O)C2CCCN2S(=O)(=O)c2ccccc2)cc1 (stereo not given),6.6,21.3,0.974,3.4,0.934,10.2,2.6,-11.5,14.1
CCSc1nnc(NS(=O)(=O)c2ccc(OC)cc2)s1,4.9,8.0,1.03,-2.6,0.951,4.0,-2.8,0.5,17.7
Cc1cc(SCC(=O)OCC(=O)c2c(N)n(C)c(=O)n(C)c2=O)c(C)cc1Br,-5.9,2.4,1.07,-13.7,1.06,12.4,-6.9,25.5,-15.5
O=C(O)CCNS(=O)(=O)c1ccc2ccccc2c1,-0.3,15.4,0.998,0.0,1,-12.2,0.2,-1.2,-5.7

# Looked up above:
# Apaf-1 inh, COc1ccc(NC(=O)CSc2nc(O)c(Cc3ccccc3)c(=O)[nH]2)cc1 = -15.8
# tim10-1 inh, C#CCNc1nc(C)nc2c1nnn2Cc1ccccc1F = 13.9
# TIM10 inh, Cc1ccc(OCC(=O)N/N=C\c2cccn2C)c([N+](=O)[O-])c1 = -0.9
# ATG4B inhibitor, COc1ccccc1COn1c(=O)c(-c2ccco2)[n+]([O-])c2ccccc21 = -1.2

# Next part
SMILES,hIAP block,tim10-1 inh,mIAP act,ATG4B inhibitor,hIAP activ,TIM10 inh,mIAP block,Apaf-1 inh,NLRP3 yeast inh
CN(C)c1nc(N)c([N+](=O)[O-])c(NCC2CCCO2)n1 (stereo not given),4.0,19.1,1.05,6.5,0.96,15.4,-5.2,-8.0,12.1
COc1cccc(/C=c2/s/c(=C(\C#N)C(=O)N3CCOCC3)n(-c3ccccc3)c2=O)c1,6.3,24.1,0.923,1.4,0.937,18.7,7.7,9.4,7.4
Cc1ccc(CC2C(=O)N(c3cc(C)ccc3C)C(=O)C2C)cc1 (stereo not given),-8.7,15.0,0.906,0.0,1.09,13.3,9.4,3.1,1.7
CNC(=O)COc1ccc(S(=O)(=O)Nc2ccc(OC)cc2)cc1,-22.6,9.1,0.974,2.5,1.23,14.0,2.6,1.5,2.8
Cc1nc(C)c(C(=O)C2=C(O)C(=O)N(CCCn3ccnc3)C2c2ccc(Cl)cc2)s1 (stereo not given),10.1,-5.6,0.946,1.4,0.899,0.6,5.4,13.4,3.1
COc1ccc(-c2ccc(N)cn2)cn1,0.5,-6.0,0.989,-5.7,0.995,-12.5,1.1,-1.9,23.1
CC(C)NC(=O)c1cc(-c2cccs2)on1,-18.9,3.2,0.894,-10.4,1.19,1.3,10.6,0.3,29.5
Cc1ccc(-c2n[nH]c(=O)c3ccccc23)cc1S(=O)(=O)N(C)C,-16.7,9.7,1.02,-0.2,1.17,4.0,-1.8,6.2,8.8
Cc1ccc2c(C)c(C(=O)N3CCN(C4CCS(=O)(=O)C4)CC3)oc2c1C (stereo not given),-30.7,-4.4,0.994,6.8,1.31,1.5,0.6,-2.2,12.0
Cc1cccc2cc(C(c3nnnn3Cc3ccccc3)N3CCCc4ccccc43)c(=O)[nH]c12 (stereo not given),-2.4,23.2,0.971,-0.7,1.02,14.0,2.9,9.0,4.0
COc1cccc(OCC(=O)N(Cc2nc(-c3ccc(Cl)cc3)no2)C(C)C)c1,-6.4,20.7,1.1,0.0,1.06,-12.3,-10.1,22.4,1.3
Cc1cc(Oc2ccc(=O)n(C)n2)nc(SCCOc2ccccc2)n1,-0.8,13.5,1.11,-4.1,1.01,6.7,-11.1,-3.5,20.5
CC(C)N(C(=O)COC(=O)[C@@H]1CC(O)CN1S(=O)(=O)c1ccc(C(C)(C)C)cc1)C(C)C (stereo not given in full),0.1,-5.8,0.982,-1.4,0.999,24.4,1.8,2.5,14.0
CCOC(=O)Cc1csc(NC(=O)CSc2nc(=O)[nH]c3c2CCC3)n1,-6.9,-4.0,0.939,4.8,1.07,-6.3,6.1,0.0,-0.5
COc1ccc2ccccc2c1C1CC(=O)N2CN(C3CCCCC3)CSC2=C1C#N (stereo not given),-0.1,29.2,0.939,-12.1,1,11.4,6.1,4.0,12.5
COC(=O)C1(C(=O)OC)NOC2C(=O)N(N(C)c3ncc(C(F)(F)F)cc3Cl)C(=O)C21 (stereo not given),0.1,4.4,0.962,0.1,0.999,-0.2,3.8,-1.0,9.4
COc1ccc(C)cc1NC(=O)C1CCCN1S(=O)(=O)c1ccc2c(c1)CCC(=O)N2 (stereo not given),5.0,9.7,0.946,-1.5,0.95,7.2,5.4,16.2,9.0
CC(C)c1cc(-c2cc(C(=O)NCc3ccccc3)on2)nc(NCC2CC2)n1,-4.3,44.2*,1.01,10.6,1.04,15.6,-1.0,22.9,31.2
CCOC(=O)NCC(C)(C)CNC(=O)OCC,4.4,10.4,0.901,-6.0,0.956,2.8,9.9,-11.6,-13.0
CCc1nc2ccccc2c(C(=O)OCC(=O)NC(=O)c2cccn2C)c1C,-7.8,18.4,1.14,29.3,1.08,20.0,-13.5,-0.5,-12.3
CCCSc1cc(N2CCOCC2)nc(-c2ccccc2Cl)n1,7.7,7.5,0.936,-4.2,0.923,5.5,6.4,14.6,40.9
CC1=CC(=C2C(=O)c3ccccc3C2=O)C=C(C)N1C,-22.8,3.5,0.967,-0.1,1.23,-9.7,3.3,1.6,11.9
Cc1ccc(C(=O)OCC(=O)NCc2cccs2)cc1C,-5.9,4.3,0.929,5.5,1.06,3.3,7.1,5.3,39.8
CN(C(=O)c1cccs1)c1ccc(OCC(=O)Nc2ccc(C(=O)O)cc2)cc1,1.4,9.9,1.04,1.1,0.986,3.2,-4.0,-20.0,-14.0
COc1ccc(-c2nc(C=O)cs2)cc1,15.8,8.8,0.871,11.9,0.842,-18.4,12.9,3.4,15.3
O=C(C1CCCO1)N1CCc2ccccc21 (stereo not given),-12.0,1.9,0.989,-5.3,1.12,2.4,1.1,12.1,-1.7
CCCN1CCN(C(=O)c2cc(COc3ccc(F)c(F)c3)on2)CC1,8.0,18.7,0.939,-3.4,0.92,0.5,6.1,4.4,16.1
CCCCCCCSc1nnc(-c2ccccc2N)c(=O)[nH]1,8.9,33.1,0.932,10.9,0.911,12.7,6.8,4.4,21.4
O=C(O)c1cccc([N+](=O)[O-])c1C(=O)Nc1ccc2ccccc2c1,0.1,4.4,0.882,3.5,0.999,-1.6,11.8,6.1,18.9
O=C(O)CC1SC(=Nc2ccc(O)cc2)NC1=O (stereo not given),1.4,2.4,1.07,0.0,0.986,4.7,-7.3,3.9,3.6
COc1ccc(-c2[nH]ncc2CN2CCCCCCC2)c(OC)c1,-10.4,10.1,0.939,6.7,1.1,14.1,6.1,-5.0,-3.8
CC1(C)Cc2cccc(OCC(=O)Nc3ccccc3C(F)(F)F)c2O1,-1.3,31.9,0.954,13.9,1.01,23.2,4.6,-1.0,14.2
COc1ccc(C2C(C(N)=O)=C(C)Nc3nc(-c4ccccc4OC)nn32)cc1OC (stereo not given),8.6,9.6,0.972,-6.4,0.914,6.6,2.8,-0.9,0.8
O=C(CN1C(=O)COc2ccccc21)N1CCOCC1,-12.3,-0.1,0.973,-8.1,1.12,9.3,2.7,2.5,6.4
CCC(C)[C@H](NC(=O)[C@@H]1CSC2c3ccccc3C(=O)N21)C(=O)NCc1ccco1 (stereo not given in full),-2.2,0.3,0.962,-0.4,1.02,13.2,3.8,-9.7,6.3
CC(C)NC(=O)C1CCN(C(=O)C(C(=O)c2ccccc2)n2cc(Cl)ccc2=O)CC1 (stereo not given),9.7,11.1,0.954,-2.0,0.903,12.1,4.6,-3.1,-11.7
Cc1sc(NC(=O)CN(CCc2ccccc2)C(=O)C2CC2)c(C(N)=O)c1C,-8.8,13.5,0.922,-1.4,1.09,-2.7,7.8,-2.8,13.0
C=CCn1c(SCC(=O)c2c(N)n(C)c(=O)n(C)c2=O)nc2sc(CC)cc2c1=O,3.4,-9.5,0.877,-14.0,0.966,6.5,12.3,6.5,1.9
CCOCCn1c(SCCc2ccccc2)nc2c1c(=O)[nH]c(=O)n2C,-10.8,17.2,0.917,-1.1,1.11,6.8,8.3,6.3,0.4
C=CCNC(=O)C(=O)N/N=C/c1cccc(Br)c1,3.6,32.3,0.944,-5.4,0.964,18.0,5.6,-0.7,20.7

# 2 compounds picked at random from the list so far:
SMILES,hIAP block,tim10-1 inh,mIAP act,ATG4B inhibitor,hIAP activ,TIM10 inh,mIAP block,Apaf-1 inh,NLRP3 yeast inh
COc1ccc(-c2nc(C=O)cs2)cc1,15.8,8.8,0.871,11.9,0.842,-18.4,12.9,3.4,15.3
CCCN1CCN(C(=O)c2cc(COc3ccc(F)c(F)c3)on2)CC1,8.0,18.7,0.939,-3.4,0.92,0.5,6.1,4.4,16.1
